Screens: PubChem, several laboratories
ANO1 activ: activates or potentiates the mouse TMEM16A chloride channel; Q8BHY3; B-score at 10 µM; HEK293 TMEM16A/YFP-H148Q/I152L, iodide quench fluorescence; stronger effect = lower value; 0.3% of 340,000 active;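 active means fluorescence-ratio B-score plate-corrected deviation score at least 3 library SD below zero, with starting fluorescence score within 5 deviations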;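 further: channel opened by trigger with iodide after compound preincubation; score built on the fluorescence ratio of max minus min over baseline; more negative score means more quench and so TMEM16A activation or potentiation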
KCNK3 block: human KCNK3 channel inhibition, primary screen. B-score at 10 µM. CHO-KCNK3 thallium flux, FluxOR fluorescence; stronger effect = lower value. O14649. 0.84% of 340,000 active. AID 602410;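 active means B-score under library mean minus 4 SD, starting fluorescence ratio at most library mean plus 5 SD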;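 further: more negative B-score means stronger inhibition of thallium flux through KCNK3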
Target sequence (O14649 whole entry, looked up): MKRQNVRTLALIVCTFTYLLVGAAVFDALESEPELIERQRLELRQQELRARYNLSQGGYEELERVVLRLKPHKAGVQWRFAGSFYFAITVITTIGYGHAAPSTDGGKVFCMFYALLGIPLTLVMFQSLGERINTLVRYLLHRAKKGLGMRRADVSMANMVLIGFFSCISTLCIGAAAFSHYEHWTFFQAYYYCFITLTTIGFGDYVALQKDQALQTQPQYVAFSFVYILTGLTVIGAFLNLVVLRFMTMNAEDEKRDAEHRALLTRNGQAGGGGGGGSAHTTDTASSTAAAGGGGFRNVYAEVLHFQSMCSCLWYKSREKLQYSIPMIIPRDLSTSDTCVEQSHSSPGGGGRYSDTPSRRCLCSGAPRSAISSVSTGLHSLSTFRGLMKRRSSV
KCNQ1 inh: human KCNQ1 channel inhibition; CHO-K1 KCNQ1, FluxOR thallium flux fluorescence; stronger effect = higher value; B-score at 10 µM; 1.3% of 310,000 active; AID 2642;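 active means compounds whose thallium flux B-score, printed positive for inhibition, exceeds three library SD while starting fluorescence stays within three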;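 further: channel opened by potassium depolarization with thallium stimulus after 20 min compound exposure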
RGS4 block: inhibitors of human RGS4; 0.45% of 310,000 active; HEK293 M3R/RGS4 inducible, Fluo-4 calcium flux; stronger effect = higher value; triggered by carbachol at its EC20; AID 463165; B-score at 10 µM; P49798;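 active means B-score, a plate-corrected calcium signal, over three deviations above library mean, with baseline fluorescence within five deviations of library mean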;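 further: RGS4 expression induced by doxycycline in cells with stable M3 receptor; B-score is computed from the integrated fluorescence ratio over baseline after carbachol; higher B-score means a larger calcium signal and so more RGS4 inhibition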
Target sequence (P49798 whole entry, looked up): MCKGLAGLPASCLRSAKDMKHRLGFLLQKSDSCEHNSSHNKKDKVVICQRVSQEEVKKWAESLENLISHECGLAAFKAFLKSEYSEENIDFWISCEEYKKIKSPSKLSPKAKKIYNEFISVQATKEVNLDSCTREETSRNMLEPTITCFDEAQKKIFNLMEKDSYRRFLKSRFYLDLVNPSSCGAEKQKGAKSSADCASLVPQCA
KCNQ1 act: human KCNQ1 channel potentiation or activation. P51787. B-score at 10 µM. 0.35% of 310,000 active. CHO-K1 KCNQ1, thallium flux FluxOR fluorescence; stronger effect = higher value;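 active means fluorescence ratio B-score, a plate-corrected score, at least three library SD, with initial intensity B-score within 5 SD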
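Test system: CHO-K1 cells stably expressing KCNQ1 / Medium: assay buffer / Also added: depolarizing K+/Tl+ stimulus, K2SO4 and Tl2SO4 each 12.5 mM in 5x stock / Incubation: 90 min dye loading and 20 min compound exposure, both at room temperature / Signal: thallium influx via FluxOR fluorescence, kinetic imaging / Evaluation: B score of baseline-normalized fluorescence ratio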
KCNK9 inh: human KCNK9 channel inhibition | B-score at 10 µM | Q9NPC2 | AID 488922 | HEK293 KCNK9, FluxOR thallium flux fluorescence; stronger effect = lower value | 1.2% of 310,000 active;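 active means ratio B-score over 3 SD below the library mean, with starting fluorescence within 5 SD of its mean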;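 further: negative B-score means less thallium flux so channel inhibition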
Target sequence (Q9NPC2 whole entry, looked up): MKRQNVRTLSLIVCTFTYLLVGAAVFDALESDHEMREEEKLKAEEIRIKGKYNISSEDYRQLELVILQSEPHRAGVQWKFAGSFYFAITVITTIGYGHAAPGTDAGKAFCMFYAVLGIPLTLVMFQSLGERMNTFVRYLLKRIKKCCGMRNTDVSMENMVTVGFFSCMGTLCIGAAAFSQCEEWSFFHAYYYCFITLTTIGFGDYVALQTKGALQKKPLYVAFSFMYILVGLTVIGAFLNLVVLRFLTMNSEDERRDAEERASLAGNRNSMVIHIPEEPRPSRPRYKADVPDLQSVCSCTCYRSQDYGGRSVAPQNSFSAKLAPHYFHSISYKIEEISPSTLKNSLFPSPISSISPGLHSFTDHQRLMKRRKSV
SKKanGAS inh: SKKanGAS growth inhibition; S. pyogenes SKKanGAS, kanamycin growth, BacTiter-Glo, 6 h; inhibition, % at 7.5 µM; 1.3% of 300,000 active; AID 1662;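 active means mean replicate score, as percent of positive control median, at least 50; inconclusive means mean below 50 but one replicate at or above 50; inactive means mean and every replicate below 50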;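 further: strain carries kanamycin resistance gene driven by streptokinase promoter and grows in 40 µg/ml kanamycin; loss of luminescence reflects streptokinase promoter inhibition or plain growth inhibition; 0% = median of DMSO wells and 100% = positive control at its reference dose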
hERG rescue: shields human hERG channel from block by proarrhythmic agents; Q12809; 0.51% of 310,000 active; activation (rescue from dofetilide block), less the hit threshold, % at 10 µM; AID 1511; CHO-hERG, FluxOR thallium flux, dofetilide IC70 present;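 active means activation above the mean of controls blocked by dofetilide plus 5 SD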;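 further: thallium influx through hERG after potassium depolarization seen as dye fluorescence rise; in these data hits start at about 4.7%; inactives centre near -7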
RGS4 act: RGS4 potentiation or activation | HEK293 M3R/inducible RGS4, carbachol calcium flux Fluo4; stronger effect = lower value | B-score at 10 µM | 0.92% of 310,000 active | AID 463111;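 active means B-score of the integrated calcium signal more than 4 SD below the library mean, with starting fluorescence not abnormally high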;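 further: negative B-score means reduced calcium response which marks RGS4 activation or potentiation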
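Reagent: ECmax carbachol challenge; Test system: M3R-expressing HEK293 line, RGS4 induced by doxycycline; Schedule: overnight RGS4 induction, 30 min dye load 37 °C, 20 min compound RT; Detection: calcium dye Fluo4 fluorescence; Read-out: Agonist-evoked peak-minus-minimum fluorescence over baseline, integrated ratio, B score.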
HDAC3 inh: inhibitors of human histone deacetylase 3 | recombinant HDAC3, fluorogenic peptide/trypsin coupled, fluorescence | inhibition, % at 8.3 µM | 0.15% of 320,000 active | AID 2718; in the data active means inhibition above about 26%, passing the limit was not always enough; inconclusive means no clear call, values can overlap the other calls
ANO1 block: inhibitors of mouse TMEM16A calcium-activated chloride channel. 1.2% of 310,000 active. HEK293 TMEM16A/YFP iodide influx fluorescence, ionomycin. Q8BHY3. normalized B-score (activity score, 25-100; higher = stronger inhibition) at 10 µM. AID 588511;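 active means ratio plate-corrected score three or more library SD toward inhibition, starting fluorescence score within five deviations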;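 further: score derived from kinetic fluorescence span divided by baseline fluorescence per well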
Numbers without * were called inactive; i = inactive; ? = inconclusive; . = not tested or not shown.

SMILES	ANO1 activ	KCNK3 block	KCNQ1 inh	RGS4 block	KCNQ1 act	KCNK9 inh	SKKanGAS inh	hERG rescue	RGS4 act	HDAC3 inh	ANO1 block
CC(C)CN1CCN(Cc2ccc(C#CC(C)(C)O)cc2)CC1CCO (stereo not drawn)	i	i	i	i	i	i	7	-13	i	4	i
Cc1cc(C)n2cc(COc3ccccc3)nc2n1	i	i	i	i	i	i	2	-4	i	-47	i
Cc1ccc(NC(=O)C2CCN(S(=O)(=O)c3ccc4c(c3)NC(=O)C(C)S4)CC2)c(C)c1 (stereo not drawn)	i	i	i	i	i	i	-1	-4	i	-8	i
COc1ccccc1N1CCN(C(=O)c2oc3cc(C)cc(C)c3c2C)CC1	i	i	i	i	i	i	10	-13	i	5	25*
COc1cccc(C2NC(=O)c3ccccc3O2)c1OC (stereo not drawn)	i	i	i	i	i	i	-6	-17	i	-6	i
Cc1ccc(C(=O)C(C)OC(=O)CN2C(=O)NC3(CCCC3)C2=O)cc1C (stereo not drawn)	i	i	i	i	i	i	-5	-15	i	4	i
CN(C)S(=O)(=O)c1cc(NC(=O)CN2CCN(c3ccccc3)CC2)ccc1Cl	i	i	i	i	i	i	-3	-9	i	-2	i
COc1ccc([C@@H]2[C@@H]3C(=O)N(C(C)(C)C)C(=O)[C@@H]3[C@]3(Cc4ccccc4)C(=O)N(c4cccc(Br)c4)C(=O)N23)cc1	i	i	i	i	i	i	4	-11	i	2	i
S=C(c1ccc(-c2ccc(Cl)c(Cl)c2)o1)N1CCOCC1	i	i	i	i	i	i	-14	-11	i	1	i
COc1cc(/C=C/c2noc(-c3ccccc3O)n2)ccc1OC(C)=O	i	i	i	i	i	i	-1	-5	i	-4	i
CCN1CCN(S(=O)(=O)c2ccc(Cl)c(C(=O)Nc3nnc(C)s3)c2)CC1	i	i	i	i	i	i	-1	-14	i	-6	i
COc1cc(OC)cc(-c2nc3ccccc3c(=O)o2)c1	i	i	i	i	i	i	-2	-5	i	1	i
COCCn1nnnc1C(C(C)C)N(Cc1cccnc1)Cc1ccccc1Cl (stereo not drawn)	i	i	i	i	i	i	1	-5	i	-2	i
Cc1nnc(SC(C)C#N)n1-c1ccccc1 (stereo not drawn)	i	i	i	i	i	i	4	-11	i	4	i
CCn1c(SCC(=O)Nc2nc(-c3ccccc3)cs2)nnc1-c1ccccc1O	i	i	i	i	i	i	18	-11	i	9	100*
Cc1cccc(C)c1NC(=O)COc1ccccc1C(=O)Nc1ccc(Br)cn1	i	i	i	i	i	i	-3	-5	i	-4	i
COc1ccc2c(Cl)c(C(=O)NCCCn3ccnc3)sc2c1	i	i	i	i	i	i	4	-14	i	0	i
CCN(C(=O)c1ccco1)c1nc(CC(=O)Nc2ccc(Cl)cc2)cs1	i	i	i	i	i	i	0	0	i	-2	i
CCn1c(Cc2ccccc2)nnc1SCC(=O)Nc1ccc(S(N)(=O)=O)cc1	i	i	i	i	i	i	8	-3	i	-1	i
CCOC(=O)C(NC(=O)CC)(Nc1nc2c(s1)CCCC2)C(F)(F)F (stereo not drawn)	i	i	i	i	i	i	-1	-11	i	5	i
Cc1ccc(COc2ccc(/C=N/NC(=O)c3nnn(-c4nonc4N)c3COc3ccc(F)cc3)cc2)cc1	i	i	i	i	i	i	-1	-6	i	-13	i
CCn1c2ccccc2c2cc(N)ccc21	i	i	i	i	i	i	3	-6	i	-16	i
Cc1cccc(-c2nn(-c3ccccc3)cc2C(=O)Nc2cccc(S(=O)(=O)NC3=NCCC3)c2)c1	i	i	i	i	i	i	23	-20	i	10	i
Cc1ccc(S(=O)(=O)N(CC(=O)Nc2cccnc2)c2ccc(Br)cc2)cc1	i	i	i	i	i	i	2	-11	i	2	i
CC(=O)Cc1nsc(NC(=O)c2ccc(-c3cc(Cl)ccc3Cl)o2)n1	i	i	i	i	i	i	18	-10	i	-5	i
Cc1ccc(-n2c(C)cc(-c3csc(N)n3)c2C)cc1	i	i	i	i	i	i	11	-12	i	-9	i
Brc1ccc2ncnc(NCc3ccccc3)c2c1	i	i	i	i	i	i	-3	-10	i	-21	i
O=S(=O)(c1ccccc1)N1c2cc(Cl)ccc2Oc2nc3ccccc3nc21	i	i	8*	i	i	i	20	-8	i	4	i
O=C(c1ccc2nc(Cc3cccc(Cl)c3)oc2c1)N1CCOCC1	i	i	i	i	i	i	4	-8	i	-1	i
Cc1cc(C)c(NC(=O)CN2C(=O)NC3(CCCCC3)C2=O)c(C)c1	i	i	i	i	i	i	-9	-13	i	-4	i
O=C(COc1ccc(Cl)cc1Cl)Nc1nc2n(n1)C(c1ccccc1)CC(=O)N2 (stereo not drawn)	i	i	i	i	i	i	-1	-9	i	2	i
CC(C)C(=O)Nc1ccc(C(=O)NNC(=S)NC(=O)c2cccs2)cc1	i	i	i	i	i	i	?	-6	i	9	i
COC(=O)c1cn(NC(=O)C2CCC(C)CC2)c(=O)c2ccccc12 (stereo not drawn)	i	i	i	i	i	i	8	-5	i	-2	i
CCOc1ccc(CCNC(=O)c2cc(-c3ccccc3)c(N3CCOCC3)s2)cc1	i	i	i	i	i	i	10	-5	i	3	i
CC(C)COP(=O)(c1ccc(N(C)C)cc1)C(O)c1ccc(N(C)C)cc1 (stereo not drawn)	i	i	i	i	i	i	1	-1	i	11	i
Cc1ccc(CN2CC(C(=O)Nc3nnc(SCc4c(Cl)cccc4Cl)s3)CC2=O)cc1 (stereo not drawn)	i	i	i	i	i	i	79*	-12	i	8	i
COc1ccc(C2N3CC4(C)CN2CC(C)(C3)C4O)cc1OC (stereo not drawn)	i	i	i	i	i	i	-2	-3	i	0	i
CCCNC(=O)[C@H](C)NC(=O)c1ccc(Br)cc1	i	i	i	i	i	i	7	-11	i	0	i
COc1cc(C(=O)OCC(C)=O)ccc1OCc1c(C)noc1C	i	i	i	i	i	i	-6	-5	i	.	.
O=C(CN1CCN(CC(=O)Nc2ccccc2Cl)CC1)Nc1ccc2c(c1)OCCO2	i	i	i	i	i	i	-4	-9	i	1	i
CCN(C(=O)COC(=O)CNS(=O)(=O)c1ccc(SC)c([N+](=O)[O-])c1)C1CCCCC1	i	i	i	i	i	i	6	-18	i	3	i
Cc1cccc(C(=O)NCC(=O)OCC(=O)N(C)CC(=O)Nc2ccc(F)cc2)c1	i	i	i	i	i	i	5	-9	i	0	i
CC(=O)Oc1c(C(C)C)cc(N(C(C)=O)c2ccccc2)cc1C(C)C	i	i	i	i	i	i	9	-5	i	2	i
Cc1cccc(NC(=O)C2CCN(S(=O)(=O)c3cccc4nsnc34)CC2)n1	i	i	i	i	i	i	7	0	i	1	i
O=C1CCNCCN1[C@H](CO)Cc1ccccc1	i	i	i	i	i	i	1	-10	i	-10	i
Cc1ccc(C)c(OCc2cc(C(=O)N(C)Cc3ccccn3)no2)c1	i	i	i	i	i	i	1	-4	i	2	i
CN(C)S(=O)(=O)c1cccc(NC(=O)CN2C(=O)NC3(CCc4ccccc4C3)C2=O)c1 (stereo not drawn)	i	i	i	i	i	i	6	-7	i	-3	i
Cc1ccc(-n2ncc3c(=O)n(-c4ccc(C)c(C)c4)c(-c4ccco4)nc32)cc1	i	i	i	i	i	i	14	-19	i	6	i
CCOC(=O)c1ccc(COC(=O)CNC(=O)CNC(=O)Cc2ccccc2)cc1	i	i	i	i	i	i	23	-11	i	-2	i
CC(=O)c1ccc(OCCOc2ccc(Cl)c3cccnc23)cc1	i	i	i	i	i	i	-5	-3	i	-13	i
Cc1cc(C)cc(NC(=O)c2cc(C)n(Cc3cccs3)c2C)c1	i	i	i	i	i	i	0	-12	i	1	i
CCc1nc2sc(C(C)=O)c(N)c2c2c1CCCC2	i	i	i	i	i	i	-2	-5	i	1	i
Oc1[nH]c2ccccc2c1N=Nc1ncnc2c1oc1ccccc12	.	.	i	i	i	i	2	-11	i	1	i
CSC1=C(C#N)C(c2ccc(C)s2)CC(=O)N1 (stereo not drawn)	i	i	i	i	i	i	-2	-7	i	6	i
COc1ccc(-c2ccc(-c3nc4c(c(=O)[nH]c(=O)n4Cc4ccccc4)n3C)o2)c([N+](=O)[O-])c1	i	i	i	i	i	i	37	-4	i	-3	i
CCc1nnc(NC(=O)c2ccc3ncsc3c2)s1	i	i	i	i	i	i	3	-13	i	3	i
COc1ccc(-n2c(C)cc(/C=C3/SC(=S)N(C)C3=O)c2C)cc1	i	i	i	i	i	i	0	-3	i	0	i
Cc1[nH]c(=O)c(C(=O)c2cc(Cl)ccc2O)cc1C(=O)O	i	i	i	i	i	i	2	-6	i	0	i
O=C(c1ccco1)N1CCN(C2=NS(=O)(=O)c3ccccc32)CC1	i	i	i	i	i	i	-6	-7	i	1	i
O=C(/C=C/Sc1ccccc1)c1ccc(Cl)cc1	i	i	i	i	i	i	0	-9	i	-2	i
(list continues)
SMILES	ANO1 activ	KCNK3 block	KCNQ1 inh	RGS4 block	KCNQ1 act	KCNK9 inh	SKKanGAS inh	hERG rescue	RGS4 act	HDAC3 inh	ANO1 block
CSc1ccc(CN(C)C(=O)COc2ccc(C(=O)c3ccccc3)cc2)cc1	i	-9.4*	i	i	i	i	11	-7	i	1	100*
CCCn1c(=O)c2ccccc2n2c(SCc3cc(=O)oc4ccc5ccccc5c34)nnc12	i	i	i	i	i	i	5	-6	i	-11	i
CC(=O)c1c(C)n([O-])c2cc(C)ccc2[n+]1=O	i	i	i	i	i	i	15	-5	i	0	i
CSc1ncc(Cl)c(C(=O)Nc2cccc3ccccc23)n1	i	i	i	i	i	i	-4	-5	i	-2	i
COc1ccc(CN2C(=O)N(c3ccc(OC)cc3)C(=O)C2CC(=O)Nc2ccccc2)cc1 (stereo not drawn)	i	i	i	i	i	i	0	-11	i	2	i
CC(C)c1nc2oc3c(NCCO)ncnc3c2c2c1COC(C)(C)C2	i	i	i	i	i	i	-5	-7	i	-49	i
COc1ccc(C2(C)CC(C)(C)Nc3ccccc32)cc1 (stereo not drawn)	i	i	i	i	8*	i	19	-12	i	5	i
COCCCNC(=O)c1ccc(C(=O)NCCCOC)cc1	i	i	i	i	i	i	-13	-7	i	3	i
